Screens from PubChem BioAssay.
KOR beta-arrestin-1: KOR antagonists, beta-arrestin recruitment, cell-based, luminescence, uHTS (AID 1778); 0.091% of 290,000 active; Kappa-type opioid receptor (Homo sapiens); one-dose inhibition, % at 10 µM; IC50 in µM for titrated hits; KOR beta-arrestin recruitment, luminescence, antagonist mode; higher % means a stronger effect; in the data active = inhibition above about 50%; note: strong numbers were not always called active
West Nile antiviral: West Nile virus antiviral activity, cell-based, CPE readout (AID 1621); 0.02% of 290,000 active; one-dose CPE inhibition, % at 10 µM; IC50 in µM for titrated hits; West Nile virus-infected cells, CPE inhibition; higher % means a stronger effect; in the data active = a potency from the dose series; note: strong numbers were not always called active
NOD1 NF-kB reporter: NOD1 signaling inhibitors, primary screen, cell-based, luminescence, uHTS (AID 1578). NOD1-driven NF-kB luciferase reporter cells, luminescence; higher % means a stronger effect. one-dose inhibition, % at 4 µM; EC50 in µM for titrated hits. 1% of 290,000 active; in the data active = inhibition mostly above about 36%, no sharp cut-off; inactive = mostly below about 34%;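 note: HEK-293T reporter cells stimulated with the NOD1 agonist gamma-tri-DAP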
KOR beta-arrestin-2: KOR agonists, beta-arrestin recruitment, primary screen, cell-based, luminescence, uHTS (AID 1777). activation, % at 10 µM, or EC50 in µM where a hit was titrated. 0.02% of 280,000 active. KOR beta-arrestin recruitment, luminescence; higher % means a stronger effect. Kappa-type opioid receptor (Homo sapiens); in the data active = activation above about 50%, passing the limit was not always enough; note: a part of the inactive calls stands beside numbers as strong as those of hits
NS5 inhibitors: Dengue-2 NS5 methyltransferase inhibitors, primary screen, biochemical, confirmation dose response (AID 588689); Genome polyprotein (Dengue virus type 2 (strain 16681-PDK53)); 0.3% of 340,000 active; inhibition, % at 25 µM; hits with a dose series show IC50 in µM; Dengue-2 NS5 methyltransferase capping enzyme assay, biochemical; higher % means a stronger effect; in the data active = a potency from the dose series
GPR55 activation: GPR55 agonists via beta-arrestin recruitment, primary screen, imaging, U2OS cells, beta-arrestin-GFP redistribution (AID 1961); U2OS GPR55 beta-arrestin-GFP redistribution imaging; higher % means a stronger effect; one-dose activation, % at 10 µM; EC50 in µM for titrated hits; 0.048% of 290,000 active;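 active = activation above 40% with more than 50 cells counted in the well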;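 note: U2OS osteosarcoma cells stably expressing GPR55 and beta-arrestin-GFP; plate controls were DMSO negative control for no effect and LPI positive control for full effect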
GPR35 arrestin U2OS: GPR35 antagonists blocking zaprinast-driven arrestin recruitment, primary screen, imaging, U2OS, beta-arrestin-GFP, zaprinast agonist (AID 2058) | G-protein coupled receptor 35 (Homo sapiens) | U2OS GPR35 beta-arrestin-GFP translocation imaging, zaprinast antagonism; higher % means a stronger effect | one-dose inhibition, % at 10 µM; IC50 in µM for titrated hits | 0.052% of 290,000 active;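 active = inhibition of at least 50% with at least 30 cells and total cytoplasm GFP at most 10,000,000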
GPR55 LPI antagonism: GPR55 antagonists blocking LPI-driven arrestin recruitment, primary screen, imaging, U2OS, beta-arrestin-GFP, LPI agonist (AID 2013); inhibition, % at 10 µM; hits with a dose series show IC50 in µM; U2OS GPR55 beta-arrestin-GFP translocation imaging, LPI antagonism; higher % means a stronger effect; G-protein coupled receptor 55 (Homo sapiens); 0.13% of 290,000 active;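 active = spots per cell inhibited over 60%, with over 100 cells counted and total cytoplasm intensity under 500,000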;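 note: U2OS cells stably carrying GPR55 and arrestin-GFP stimulated by 5 µM LPI near EC80; imaged beta-arrestin-GFP aggregate spots per cell after agonist stimulation; plate controls were LPI-stimulated DMSO wells for no effect and DMSO wells without LPI for full effect; some results filed as inactive read as strong as hits; confirmed hits need IC50 under 10 µM and bright autofluorescent wells are also inconclusive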
HIV fusion peptide: inhibitors of HIV fusion peptide binding, primary screen, biochemical, uHTS, fluorescence dequenching (AID 1986). one-dose inhibition, % at 20 µM; IC50 in µM for titrated hits. 0.3% of 290,000 active. cell-free peptide binding, fluorescence dequenching, 30 min; higher % means a stronger effect; in the data active = inhibition mostly above about 52%, no sharp cut-off; inactive = mostly below about 76%; note: some results filed as inactive read as strong as hits
NS5 inhibitors pilot replicate: also measured in NS5 inhibitors; calls as there; inhibition, %; measured here: pilot screen replicate inhibition
Active calls of the source: *; nt = not tested or not shown; [ ] = dose if it differs, or a comment. The list is partial; the hit share may differ from the screen's.

SMILES	KOR beta-arrestin-1	West Nile antiviral	NOD1 NF-kB reporter	KOR beta-arrestin-2	NS5 inhibitors	GPR55 activation	GPR35 arrestin U2OS	GPR55 LPI antagonism	HIV fusion peptide	others
OC(CN1CCOCC1)Cn1c2ccccc2c2ccccc21 (stereo unspecified)	-26%	0.3%	2%	-2.4%	-4%	-0.1%	-6%	4%	0.9%
CCCc1cc(=O)[nH]c(SCC(=O)NCCCC(=O)OCC)n1	9%	0.2%	1%	0.6%	2%	0.2%	4%	2%	-2.7%
Nc1n[nH]c(N)c1N=Nc1ccc(Cl)cc1Cl	-26%	-0.6%	17%	16%	-3%	-0.3%	10%	-4%	-3.1%
O=C(Nc1ccccc1)N(CCCN1CCOCC1)Cc1ccccc1F	-10%	-0.3%	-16%	2.5%	1%	0.1%	-21%	7%	0.8%
Cc1ccc(-n2cnnn2)cc1Cl	5%	-0.3%	-18%	-0.3%	3%	0.0%	-3%	10%	4.6%
CC(C)c1ccc(NC(=O)CNS(=O)(=O)c2ccc(F)cc2)cc1	11%	-1.4%	4%	2.8%	-5%	0.1%	7%	15%	-0.2%
Cc1cc(/C(=N/O)C(C)(C)NO)ccc1Cl	-21%	1.1%	-10%	-1.9%	-2%	-0.1%	8%	-1%	-0.4%	NS5 inhibitors pilot replicate=0.3
Cc1c(C)n(CCc2ccccc2)c2ncnc(NCCCN(C)C)c12	-4%	0.0%	4%	9.0%	-3%	-0.1%	8%	3%	0.4%
CSc1ccccc1OCc1cc(C(=O)N2CCN(c3ncccn3)CC2)no1	12%	-0.3%	-26%	0.7%	1%	0.0%	-8%	5%	4.7%
Cc1cc(C(=O)Nc2ccccc2)oc1C	11%	0.1%	-31%	-2.4%	8%	-0.1%	2%	7%	-1.0%
COc1ccc(NC(=O)c2ccc3c(c2)NC(=O)CO3)cc1OC	-8%	0.0%	-22%	0.9%	5%	-0.4%	-24%	8%	-1.4%
COC(=O)c1c(NC(=O)CSc2nnc(Cn3nnc4ccccc43)n2C)sc(C)c1C	2%	-1.4%	2%	4.8%	3%	-0.3%	-3%	-11%	0.1%
CC(C(=O)N=Nc1c(O)[nH]c2ccccc12)n1cnc2ccccc2c1=O (stereo unspecified)	-3%	-0.6%	-14%	2.5%	7%	0.5%	1%	-10%	-0.7%
O=C(Nc1cccnc1)/C(N=Nc1cccnc1)=C(\O)c1ccccc1	0%	1.0%	-15%	-1.7%	-6%	0.0%	2%	-4%	-3.1%
NC(=O)C1CCN(C(=O)CCCCCn2c(=O)[nH]c3ccsc3c2=O)CC1	-3%	0.6%	-26%	-2.2%	-9%	0.9%	4%	10%	2.2%
CC(C)(C)n1nc2c(c1NC(=O)c1c(F)cccc1F)CS(=O)(=O)C2	-8%	0.6%	-6%	8.6%	-5%	-0.1%	16%	9%	1.5%
O=C(NCC(=O)N(c1ccc(F)cc1)C(C(=O)NCC1CCCO1)c1ccccc1)c1ccco1 (stereo unspecified)	-25%	-0.1%	-21%	3.4%	-3%	-1.0%	7%	-14%	-1.1%
CCOCCCN1C(=O)CN(C2CCCCCC2)C(=O)C1c1ccc(OC)cc1 (stereo unspecified)	2%	-1.0%	21%	0.4%	1%	0.2%	-14%	19%	-3.1%
CCOc1ccc(NC(=O)c2ccc(-n3cccn3)nc2)cc1	-22%	0.5%	-39%	1.5%	-4%	-0.5%	9%	4%	-1.4%
CCOc1ccc(NC(=S)N(CCCN2CCOCC2)Cc2cn(C)c3ccccc23)cc1	16%	1.2%	0%	14%	-8%	-0.2%	-14%	3%	-2.9%
CC(=O)N1CCN(C(=S)NC(=O)c2ccc(S(=O)(=O)N3CCOCC3)cc2)CC1	9%	1.1%	9%	4.9%	-5%	0.8%	4%	3%	0.0%
Cc1cnc(C(=O)OCC(=O)Nc2ccc(C)c(S(=O)(=O)N3CCCCC3)c2)cn1	22%	-0.1%	-21%	3.8%	0%	-0.1%	-11%	6%	-0.6%
CON(C)S(=O)(=O)c1ccc2c(c1)N(Cc1ccc(C)cc1)C(=O)C1CCCN21 (stereo unspecified)	18%	-0.1%	-20%	-12%	-3%	0.0%	3%	7%	1.0%
COc1ccc(S(=O)(=O)N2CCCN(C)CC2)cc1	-13%	-0.5%	-11%	-5.4%	-8%	-0.1%	-1%	10%	0.2%
COc1ccc2c(C)nc(Nc3nc(C)c(C)c(=O)[nH]3)nc2c1	-24%	-1.3%	81%*	6.4%	-10%	0.0%	1%	8%	1.5%

Other structures
SMILES	KOR beta-arrestin-1	West Nile antiviral	NOD1 NF-kB reporter	KOR beta-arrestin-2	NS5 inhibitors	GPR55 activation	GPR35 arrestin U2OS	GPR55 LPI antagonism	HIV fusion peptide	others
CCOC(=O)CSc1nc(-c2ccccc2)nc2c1oc1ccccc12	-16%	-0.1%	20%	3.3%	4%	0.0%	-5%	-7%	0.0%
CCN(CC)CC(=O)c1ccc(-c2ccccc2)cc1	-37%	-0.5%	11%	6.2%	-8%	-0.1%	10%	-9%	7.6%
Cc1ccc(S(=O)(=O)N2CCN(S(=O)(=O)N(C)C)CC2)c(C)c1	4%	-1.1%	16%	-1.5%	-3%	0.0%	-1%	-9%	-1.8%
O=C(C1CCCC1)N1CCN(S(=O)(=O)c2ccc(Cl)cc2)CC1	4%	-1.4%	-11%	0.0%	-3%	-0.1%	-14%	8%	-1.7%
C=CCn1c(CCC(=O)Nc2ccc(C)c(Cl)c2)nnc1SCC(=O)Nc1ccccc1C	8%	-0.8%	1%	2.9%	-4%	0.2%	-9%	-2%	-1.5%
CCC(C)c1c(O)nc(SCC(=O)N2CCOCC2)[nH]c1=O (stereo unspecified)	-25%	0.7%	-3%	0.5%	8%	1.1%	0%	-2%	1.2%
CCNC(=S)NNC(=O)CSc1nc2ccccc2n1C	13%	-0.1%	-14%	7.1%	1%	0.2%	4%	8%	0.4%
COc1ccc(OC)c(-c2csc(NC(=O)C3=NN(c4ccccc4)C(=O)CC3)n2)c1	-4%	0.2%	-27%	-2.8%	-5%	-0.7%	-8%	4%	1.1%
Cc1ccc(N2C(N)=NC(N)=NC23CCCC3)c(C)c1	32%	0.6%	-14%	8.0%	-1%	0.2%	23%	0%	-0.6%
CNC(=O)COc1ccc(Nc2nnc(C)c3ccccc23)cc1	14%	-0.4%	-4%	0.5%	nt	0.0%	8%	0%	1.0%
CCOc1cc(-c2cc(-c3ccc(C)o3)nc(N)c2C#N)ccc1O	-24%	2.7%	5%	0.3%	-12%	0.0%	0%	-22%	-0.8%
Cc1ccc(NC(=O)c2oc3ccccc3c2NC(=O)C2CC2)cc1	-10%	-0.3%	-13%	-6.6%	-12%	-0.1%	0%	8%	-1.0%
O=c1c2ccccc2nc(SCc2cc(F)cc3c2OCOC3)n1Cc1ccco1	5%	1.7%	3%	-1.3%	-4%	0.0%	-3%	5%	2.0%
O=C(CCc1nnc(COc2ccccc2)o1)NCc1ccc(Cl)s1	2%	0.6%	-31%	-1.4%	-12%	-0.1%	-1%	-1%	1.1%
CCn1c(C)c(C(C)=O)c(N2CCN(c3ccccn3)CC2)nc1=S	-15%	0.4%	-9%	7.0%	6%	0.2%	3%	6%	6.8%
N/C(=N\N=C\c1ccc(O)cc1)c1nonc1N	-19%	1.2%	-35%	-0.2%	-4%	-0.4%	-15%	-8%	-0.6%
Cc1nnc(SCc2cnc(-c3ccccc3)o2)[nH]c1=O	-20%	0.5%	-28%	-1.1%	-8%	-0.1%	26%	6%	4.5%
CCOC(=O)c1ccc2nc(Nc3nc4ccc(F)cc4s3)sc2c1	-15%	-0.8%	nt	2.1%	-1%	0.6%	nt	4%	0.7%
C=CCOC(=O)C1=C(C)NC(SCC(=O)OCC)=C(C#N)C1c1ccc(O)c(OC)c1 (stereo unspecified)	-4%	0.6%	-60%	1.6%	-11%	-0.6%	4%	-3%	0.7%
Cc1ccc(NC(=O)Nc2ccc3c(c2)N(C)C(=O)CS3)nc1	18%	1.4%	-6%	-3.9%	6%	0.6%	-19%	0%	1.4%
CCOc1cccc(N2C(=O)CC(N3CCN(c4nc5ccccc5s4)CC3)C2=O)c1 (stereo unspecified)	29%	0.4%	-8%	-0.9%	0%	-0.1%	-2%	-6%	-1.1%
Cc1ccc(N2CCN(Cc3ccccc3)CC2=O)c(C)c1	-2%[20 µM]	0.1%	-23%	-2.1%	-3%	0.3%	10%	2%	0.2%	NS5 inhibitors pilot replicate=2.1
CCC1Oc2ccc(C)cc2N(CC(=O)NCc2cccc(OC)c2)C1=O (stereo unspecified)	-32%	-0.8%	12%	6.0%	-10%	-0.1%	5%	-15%	1.3%	NS5 inhibitors pilot replicate=-6.2
COc1cc(C(=O)Oc2ccc(Br)cc2C(=S)N2CCOCC2)cc(OC)c1OC	-6%	-0.4%	-9%	-0.5%	-14%	-0.1%	8%	-2%	-0.7%
COc1ccc(/C=N/NC(=O)c2cccc(NC(=O)c3ccc(F)cc3)c2)c(C(=O)O)c1OC	-20%	0.4%	8%	4.3%	nt	-0.4%	-8%	-12%	2.3%

Next section, starting with the last 3 of the part before.
SMILES	KOR beta-arrestin-1	West Nile antiviral	NOD1 NF-kB reporter	KOR beta-arrestin-2	NS5 inhibitors	GPR55 activation	GPR35 arrestin U2OS	GPR55 LPI antagonism	HIV fusion peptide	others
CCC1Oc2ccc(C)cc2N(CC(=O)NCc2cccc(OC)c2)C1=O (stereo unspecified)	-32%	-0.8%	12%	6.0%	-10%	-0.1%	5%	-15%	1.3%	NS5 inhibitors pilot replicate=-6.2
COc1cc(C(=O)Oc2ccc(Br)cc2C(=S)N2CCOCC2)cc(OC)c1OC	-6%	-0.4%	-9%	-0.5%	-14%	-0.1%	8%	-2%	-0.7%
COc1ccc(/C=N/NC(=O)c2cccc(NC(=O)c3ccc(F)cc3)c2)c(C(=O)O)c1OC	-20%	0.4%	8%	4.3%	nt	-0.4%	-8%	-12%	2.3%
Cc1nn(Cc2c(Cl)cccc2Cl)c(C)c1NC(=O)/C=C/c1cnn(C)c1C	19%	0.7%	99%*	2.2%	-1%	-0.1%	17%	1%	0.5%
O=C(c1c[nH]c(C(=O)C(Cl)(Cl)Cl)c1)c1ccc(F)cc1Cl	23%[20 µM]	-0.8%	-27%	-2.3%	7%	-0.1%	-11%	-8%	0.5%
O=c1[nH]c(S)nc2sc3c(c12)CCCC3	4%	-0.3%	-41%	-1.7%	2%	-0.1%	-13%	-17%	26%
O=C1CC(c2ccccc2)CC2=C1CN(C1CCCCC1)CN2 (stereo unspecified)	-23%	-0.7%	-5%	-3.4%	-5%	-0.1%	9%	-5%	1.8%
Cc1c(S(=O)(=O)N2CCN(c3cccc(Cl)c3)CC2)c(=O)n(C)c(=O)n1C	9%	-0.4%	-26%	0.6%	4%	0.3%	0%	18%	-2.5%
O=C(NCc1ccc(F)cc1)c1cccnc1C(=O)O	18%	-0.1%	-3%	-5.0%	-6%	-0.1%	5%	5%	-1.2%
